Screening results (PubChem BioAssay)
AID2073: inhibitors of Mint1-CaV2.2 protein interaction, biochemical, HTRF (AID 2073); inhibition, % at 20 µM; hits with a dose series show IC50 in µM; HTRF protein-protein interaction, Mint1-CaV2.2; higher % means a stronger effect; 0.19% of 290,000 active; in the data active = inhibition mostly above about 51%, no sharp cut-off; inconclusive = no clear call, values can overlap the other calls; inactive = mostly below about 53%; also: some results filed as inactive read as strong as hits
GPR55 activation: GPR55 agonists via beta-arrestin recruitment, primary screen, imaging, U2OS cells, beta-arrestin-GFP redistribution (AID 1961) | G-protein coupled receptor 55 (Homo sapiens) | U2OS GPR55 beta-arrestin-GFP redistribution imaging; higher % means a stronger effect | activation, % at 10 µM; hits with a dose series show EC50 in µM | 0.048% of 290,000 active;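 active = activation above 40% with more than 50 cells counted in the well; inconclusive = wells holding fewer than 50 cells, flagged as toxic or sparse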;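 also: U2OS osteosarcoma cells stably expressing GPR55 and beta-arrestin-GFP; plate controls were DMSO negative control for no effect and LPI positive control for full effect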
KOR beta-arrestin-1: KOR antagonists, beta-arrestin recruitment, cell-based, luminescence, uHTS (AID 1778); KOR beta-arrestin recruitment, luminescence, antagonist mode; higher % means a stronger effect; inhibition, % at 10 µM, or IC50 in µM where a hit was titrated; 0.091% of 290,000 active; also: strong numbers were not always called active
M17LAP inhibition: P. falciparum M17LAP inhibitors, primary screen, biochemical, fluorogenic H-Leu-NHMec substrate, 1536-well (AID 1619); 0.38% of 220,000 active; recombinant M17LAP, H-Leu-NHMec fluorogenic kinetic assay; higher % means a stronger effect; inhibition, % at 30 µM; hits with a dose series show IC50 in µM;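 active = compound inhibiting the enzyme by more than half at any dose during confirmatory dose-response retesting; inconclusive = strong single-dose inhibitors picked by rank but not retested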;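 also: plate controls were full reaction with DMSO carrier for no effect and no enzyme background for full effect; strong numbers were not always called active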
NOD2 inhibition: NOD2 signaling inhibitors, cell-based, luminescence, uHTS, HEK293 (AID 1566). inhibition, % at 4 µM; hits with a dose series show EC50 in µM. HEK293 NOD2/NF-kB luciferase reporter, luminescence; higher % means a stronger effect. 0.63% of 290,000 active; also: many of its hits are not listed in these tables
M1AAP inhibition: P. falciparum M1AAP inhibitors, biochemical, fluorogenic H-Leu-NHMec substrate, 1536-well (AID 1445) | Aminopeptidase N (Plasmodium falciparum (isolate 3D7)) | inhibition, % at 30 µM; hits with a dose series show IC50 in µM | recombinant M1AAP, H-Leu-NHMec fluorogenic kinetic assay; higher % means a stronger effect | 0.42% of 220,000 active;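 active = primary inhibition above the hit cutoff, then over 50% inhibition at one or more dose response concentrations, cut at about 23% in these data, passing the limit was not always enough; inconclusive = conflicting primary data, or primary hits not chosen for dose response; inactive = low primary inhibition, or under 50% at every dose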;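 also: plate controls were DMSO full reaction for no effect and no enzyme background for full effect; strong numbers were not always called active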
NOD1 inhibition: NOD1 signaling inhibitors, primary screen, cell-based, luminescence, uHTS (AID 1578). NOD1-driven NF-kB luciferase reporter cells, luminescence; higher % means a stronger effect. one-dose inhibition, % at 4 µM; EC50 in µM for titrated hits. 1% of 290,000 active; in the data active = inhibition mostly above about 36%, no sharp cut-off; inactive = mostly below about 34%;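 also: HEK-293T reporter cells stimulated with the NOD1 agonist gamma-tri-DAP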
Dynein cargo inh: inhibitors of GR-EGFP nuclear translocation, primary screen, dynein cargo transport inhibitor project, imaging, high-content, 3617.4 mouse cells | 0.47% of 220,000 active | test concentration mostly 20 µM; stimulated with dexamethasone, 1 µM; hits give low values | AID 1381, 2008 | z-score, hits read low;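 active = plate z-score of nuclear minus cytoplasmic receptor signal below a set negative limit, without overly bright fluorescence or cell loss, cut at about -3.5 in these data, passing the limit was not always enough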;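 also: z-score of nuclear minus cytoplasmic ring GR-EGFP intensity difference per well; some compounds called inactive have numbers as strong as hits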
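medium = tetracycline-free induction medium containing charcoal-stripped FBS | probe or stimulus = dexamethasone, 1.0 µM final | timing = 48 h induction, then 1 h compound, then 30 min agonist, 37 °C | detection = automated 10x imaging of fixed Hoechst-stained cells | read-out basis = nuclear versus cytoplasmic GR-EGFP signal, averaged per well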
KOR beta-arrestin-2: KOR agonists, beta-arrestin recruitment, primary screen, cell-based, luminescence, uHTS (AID 1777). Kappa-type opioid receptor (Homo sapiens). KOR beta-arrestin recruitment, luminescence; higher % means a stronger effect. activation, % at 10 µM; hits with a dose series show EC50 in µM. 0.02% of 280,000 active; in the data active = activation above about 50%, passing the limit was not always enough; also: a part of the inactive calls stands beside numbers as strong as those of hits
Dynein cargo inh cytoplasmic EGFP: further read-out of Dynein cargo inh, marked with its call; z-score; measured here: cytoplasmic GR-EGFP intensity; hits give high values
Dynein cargo inh nuclear GR-EGFP: recorded beside Dynein cargo inh, whose call it bears; z-score; measured here: nuclear GR-EGFP intensity;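 lower value marks the stronger effect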
Dynein cargo inh cell count: further read-out of Dynein cargo inh, marked with its call; z-score; measured here: cell count per field
* marks the source's active call; other numbers are inactive results; ? = inconclusive; . = not tested or not shown; [ ] = another dose, or the depositor's remark. Rule as the data show it, unless noted: active = inhibition above about 50%; inactive = the rest. A portion of the library (hit frequency here may not be typical).

Results follow in this order: AID2073, GPR55 activation, KOR beta-arrestin-1, M17LAP inhibition, NOD2 inhibition, M1AAP inhibition, NOD1 inhibition, Dynein cargo inh, Dynein cargo inh cytoplasmic EGFP, Dynein cargo inh nuclear GR-EGFP, Dynein cargo inh cell count, KOR beta-arrestin-2
Cc1ccc2c(c1)N(CC(=O)NC1CCCC1)C(=O)c1cccnc1O2
→ 2.2%, -0.3%, -1.4%[20 µM], ., 14.3%, ., -8.8%, ., ., ., ., -5.3%
COc1ccc(-c2nc(C)ncc2-c2ccc(Cl)cc2)c(O)c1
→ -3.7%, -0.1%, 20.1%, ., 2.4%, ., 5.6%, ., ., ., ., -4.6%
CN(Cc1ccccc1)C1CC(=O)N(c2ccc(C(=O)O)cc2)C1=O (stereo not drawn)
→ 8.9%, -0.1%, 26.9%, 4.9%, 3.0%, 4.6%, -28.7%, 0.108, -0.247, 0.00743, 0.469, -2.6%
Cc1ccc2[nH]c3c(NCc4ccco4)ncnc3c2c1
→ 9.4%, -0.2%, 16.5%, -16.7%, 5.6%, 5.0%, 28.8%, -0.371, -0.186, -0.0628, 0.389, 1.1%
NNC(=O)CNC(=O)CNS(=O)(=O)c1ccccc1
→ -2.9%, -0.1%, -7.0%[20 µM], 3.6%, 9.8%, 6.0%, -34.0%, -0.942, -0.23, -0.526, 0.651, .
O=C1CC(=Nc2ccccc2)NN1c1ccccc1
→ 15.6%, 0.3%, -47.0%, -4.3%, 7.2%, -0.7%, -16.5%, -1.23, -0.222, -1.04, 0.739, 0.2%
CC(=O)O[C@H]1CSC[C@H]1NC(=O)c1ccccc1
→ 1.1%, -0.1%, -34.1%, -8.7%, 14.0%, -4.2%, 10.7%, -0.713, -0.259, -0.161, -0.304, -3.1%
Cc1cccc(N2CC(O)=C(c3nc4ccccc4n3C)C2=N)c1
→ 18.7%, 0.2%, -34.6%, 6.0%, 18.7%, 7.2%, 14.7%, -0.835, -0.177, -1.18, 0.213, 1.5%
O=[N+]([O-])c1ccc(/C=N/N2CCCCC2)cc1
→ -4.3%, -0.1%, -2.5%, ., -34.7%, ., -3.0%, ., ., ., ., -0.6%
Cn1c(=O)oc2cc(S(=O)(=O)N3CCCC(C(=O)Nc4nccs4)C3)ccc21 (stereo not drawn)
→ 0.3%, -0.1%, 24.3%, -1.3%, 12.0%, -0.3%, 7.8%, 1.2, -0.168, 1.02, -0.0701, -6.3%
CCOC(=O)c1cccnc1SCC(=O)Nc1ccc(C)cc1
→ 2.2%, 0.2%, 24.9%, 3.4%, -34.2%, 1.8%, -32.6%, 0.0837, -0.272, 0.169, -0.252, -1.3%
CCOC(=O)N1CCN(C(=O)c2ccc3c(=O)n(CCc4ccc(OC)c(OC)c4)c(=O)[nH]c3c2)CC1
→ 5.5%, -0.1%, 16.9%, ., 15.6%, ., -24.2%, ., ., ., ., 2.8%
Cc1ccc(S(=O)(=O)N(c2cccc(C)c2)C2CCS(=O)(=O)C2)cc1 (stereo not drawn)
→ -2.2%, 0.0%, -17.2%, 2.5%, -9.6%, 6.0%, -13.1%, 0.269, -0.0496, 0.223, -0.831, -0.4%
Cc1ccc(C(C)C)c(OCCCN2CCc3ccccc3C2)c1
→ 5.4%, -0.4%, -60.5%[20 µM], ., -8.6%, ., -16.1%, ., ., ., ., 5.6%
O=C(O)c1ccn(COc2ccc(Br)cc2)n1
→ 4.1%, 0.5%, -3.3%, 34.5%, -14.9%, 0.3%, -5.2%, 0.509, -0.243, 0.422, 0.139, -0.6%
COc1ccc(-n2nc3ccc(N)cc3n2)cc1Cl
→ ?, 0.0%, 3.5%[20 µM], ., -32.3%, ., -74.1%, ., ., ., ., -3.4%
Cc1ccc(S(=O)(=O)c2nc(S(=O)(=O)c3ccc(C)cc3)c(NCc3ccco3)s2)cc1
→ 12.0%, -0.1%, -11.4%, -6.9%, 8.5%, 5.3%, 24.6%, 0.0654, -0.156, -0.156, 0.643, 5.5%
Cc1ccc(NC(=S)NCc2ccc(S(N)(=O)=O)cc2)c(C)c1
→ -11.7%, -0.1%, 17.4%[20 µM], -8.0%, 0.0%, -2.7%, -7.6%, 1.76, -0.103, 1.11, -1.06, .
CCOc1ccc2nc(SCC(=O)NCc3ccccc3OC)[nH]c2c1
→ -1.1%, -0.2%, -6.6%, ., 11.8%, ., -26.1%, ., ., ., ., -3.3%
COC(=O)c1c(/N=C/N(C)C)sc2c1CCN(c1ncc(C(F)(F)F)cc1Cl)C2
→ -22.4%, 0.7%, 2.6%, -21.3%, -15.2%, 3.8%, 2.5%, -0.333, -0.0715, -0.278, -0.132, -4.6%
CCOC(=O)N1CCC(NC(=O)c2cc3ccccn3n2)CC1
→ 10.4%, 0.3%, -8.3%, -6.6%, 18.8%, -8.3%, -11.0%, -0.374, -0.178, -0.2, 0.124, -2.0%
O=C(CSc1nnc(CNC(=O)c2cccs2)o1)Nc1ccc2c(c1)OCO2
→ 0.6%, 0.2%, -11.7%, -0.6%, 8.7%, 0.5%, -4.5%, -1.58, -0.198, -0.272, 1.24, -2.6%
CCOc1ccc(CNc2cccc(SC)c2)cc1
→ -11.7%, 0.2%, -17.0%[20 µM], 3.3%, 16.4%, -2.7%, -27.9%, -0.069, -0.287, 0.00873, 0.231, .
O=C(COc1ccc(Cl)cc1)NC1CC1
→ -2.3%, -0.1%, 20.1%, ., -0.3%, ., -32.5%, ., ., ., ., 0.0%
Cc1ccc(C(C(=O)NCc2ccco2)N(CC2CCCO2)C(=O)Cn2nnc3ccccc32)cc1 (stereo not drawn)
→ 0.5%, -0.4%, -0.5%, 0.3%, -5.4%, 1.1%, -2.1%, 1.33, -0.145, 0.743, -0.924, 41.7%
CC(C)CN(C(=O)c1cccc(F)c1)c1c(N)n(CC(C)C)c(=O)[nH]c1=O
→ -0.8%, -0.2%, -37.7%, ., -1.8%, ., 14.0%, ., ., ., ., 10.6%
CCc1ccc(NC(=O)c2cccc(NC3=NC4CS(=O)(=O)CC4S3)c2)cc1 (stereo not drawn)
→ 2.6%, -0.1%, 20.8%[20 µM], ., 6.2%, ., -9.2%, ., ., ., ., -5.1%
Cc1cc(=O)oc(C)c1C(=O)N1CCN(c2ccc(F)cc2)CC1
→ 5.8%, 0.2%, -41.4%, -3.5%, 16.8%, 9.4%, 11.2%, 0.314, -0.0335, 0.505, -0.631, -4.9%
CC1(C(=O)OCC(=O)Nc2ccc3ccccc3c2)CC1(Cl)Cl (stereo not drawn)
→ -0.1%, 0.4%, 6.6%, 1.0%, -13.9%, -1.3%, -35.2%, -0.969, -0.282, -0.143, 0.367, 1.6%
CCOc1cc(C(=O)NC(=S)Nc2ccc(Cl)c(C(=O)O)c2)cc(OCC)c1OCC
→ -19.9%, -0.2%, 17.8%, -0.4%, 16.1%, 5.3%, -6.7%, 0.707, -0.19, 0.125, -0.526, -0.2%
CCCCOC(=O)CSc1nc2c(c(=O)[nH]c(=O)n2C)n1C/C=C(\C)Cl
→ -42.4%, 0.3%, -10.1%, -5.6%, 6.8%, -5.7%, 7.6%, -0.553, -0.161, -0.0962, 0.205, 2.0%
CCOCCCNc1ncnc2c1nc1n2CCCC1
→ 11.7%, 0.0%, -38.7%, ., -9.2%, ., -5.2%, ., ., ., ., 2.5%
Cc1ccc(NC(=O)COC(=O)c2cccc(N3C(=O)c4ccccc4C3=O)c2)cc1
→ 4.9%, 0.0%, -10.1%, 4.1%, 13.8%, -2.5%, 0.7%, 0.196, -0.217, 0.538, -0.822, 2.6%
O=S(=O)(Nc1cccc(-n2cnnn2)c1)c1cnc(Cl)c(Cl)c1
→ 1.6%, -0.1%, -16.7%, ., 14.6%, ., -5.6%, ., ., ., ., -2.1%
COc1ccc(NC(=O)CSc2nc3c(c(=O)n2C)SCC3)cc1OC
→ 4.4%, -0.1%, 3.6%, ., 17.1%, ., -20.4%, ., ., ., ., -2.6%
Fc1cccc(Cl)c1CNc1ccc(N2CCCC2)cc1
→ 54.0%*, -0.1%, -7.9%, 3.2%, -8.3%, 0.4%, -48.0%, -2.09, 0.276, -1.09, -1.08, -3.8%
CCC(C)NC(=O)C1CCCN(S(=O)(=O)c2ccc(-n3cnnn3)cc2)C1 (stereo not drawn)
→ -0.9%, -0.1%, 8.6%, 6.8%, -45.1%, 6.2%, -30.2%, 0.0146, 0.244, 0.28, 0.54, -4.3%
COc1cc(OC)c(C2=NOC(C(=O)N3CCc4ccccc4C3)C2)cc1Cl (stereo not drawn)
→ 1.4%, -0.1%, -25.1%, -0.4%, 19.3%, 8.2%, 1.4%, 1.09, -0.299, 0.829, 1.03, 7.5%
CCCCOc1cccc(C(=O)O)c1
→ -0.1%, -0.1%, 39.7%, 11.9%, -11.5%, 7.9%, -25.0%, -0.263, -0.208, 0.0525, -0.574, -1.1%
COc1ccccc1CNC(=O)CCC(=O)Nc1nnc(C)s1
→ -4.5%, -0.1%, 22.8%, 5.1%, 7.5%, -5.0%, -14.5%, 3.51, -0.403, 1.65, -0.977, -6.8%
COc1cc(C(c2c(C(=O)O)[nH]c3ccccc23)c2c(C(=O)O)[nH]c3ccccc23)ccc1OCc1ccccc1
→ 23.5%, -0.2%, -84.4%[20 µM], ., 12.1%, ., 37.0%, ., ., ., ., 7.0%
CCn1c(C)nc2cc(OC)ccc21
→ -8.7%, 1.3%, -29.6%, -0.6%, -3.2%, 7.0%, 16.5%, -0.0396, -0.171, -0.136, -0.385, 10.2%
